Assay outcomes deposited in PubChem by several laboratories.
ERb coact inh – inhibitors of ERβ-SRC1 coactivator interaction, primary screen, biochemical, TR-FRET, ERβ LBD, SRC-1 peptide | Estrogen receptor beta (Homo sapiens), Q92731 | inhibition, % at 25.6 µM | TR-FRET ER-beta LBD / SRC1-Cy5 peptide binding; receptor agonist-loaded with 1 µM estradiol | 86,000 compounds, 1.3% hits;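 active = compounds whose percent inhibition of the receptor-coactivator binding signal exceeds about 50% in the single-dose screen, limit read from the data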;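 note: 0% = receptor plus peptide wells without compound and 100% = peptide-only wells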
CD11b adhes enh – enhancers of CD11b/CD18 adhesion to fibrinogen, primary screen, K562 cells, luminescence; Integrin beta-2 (Homo sapiens) + Integrin alpha-M (Homo sapiens), P05107+P11215; ATPlite luminescence; activation, % at 10 µM; 93,000 compounds, 0.07% hits; AID 1499, 2009;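 active = 10 µM primary screen giving 50% or more activity, confirmed by 40% or more on retest at that dose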; note: strong numbers were not always called active; reference of the scale not given here
Target sequence (P05107 whole entry, looked up, other chains not shown): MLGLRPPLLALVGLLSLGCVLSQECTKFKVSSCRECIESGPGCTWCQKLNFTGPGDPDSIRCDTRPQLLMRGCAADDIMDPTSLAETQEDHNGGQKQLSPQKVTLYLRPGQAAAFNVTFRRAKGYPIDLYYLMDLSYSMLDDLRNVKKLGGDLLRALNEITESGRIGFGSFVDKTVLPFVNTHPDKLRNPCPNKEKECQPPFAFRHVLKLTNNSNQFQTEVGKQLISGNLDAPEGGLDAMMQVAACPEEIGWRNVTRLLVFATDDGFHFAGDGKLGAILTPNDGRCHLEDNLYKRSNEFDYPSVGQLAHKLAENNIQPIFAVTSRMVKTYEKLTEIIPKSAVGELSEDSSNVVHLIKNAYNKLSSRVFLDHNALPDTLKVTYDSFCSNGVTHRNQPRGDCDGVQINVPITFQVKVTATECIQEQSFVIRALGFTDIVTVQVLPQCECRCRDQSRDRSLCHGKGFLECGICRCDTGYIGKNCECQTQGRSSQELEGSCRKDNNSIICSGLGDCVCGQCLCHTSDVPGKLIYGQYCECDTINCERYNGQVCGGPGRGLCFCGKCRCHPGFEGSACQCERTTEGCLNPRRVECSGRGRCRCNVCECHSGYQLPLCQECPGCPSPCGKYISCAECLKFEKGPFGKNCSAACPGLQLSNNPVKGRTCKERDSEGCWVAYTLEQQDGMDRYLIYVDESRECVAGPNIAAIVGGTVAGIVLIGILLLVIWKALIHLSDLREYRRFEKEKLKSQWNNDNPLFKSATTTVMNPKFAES
Mac1 fbg inh – inhibitors of CD11b/CD18 adhesion to fibrinogen, primary screen, K562 cells, luminescence | 93,000 compounds, 0.54% hits | Integrin beta-2 (Homo sapiens) + Integrin alpha-M (Homo sapiens), P05107+P11215 | ATPlite luminescence; Mn2+ added to activate the integrin | inhibition, % at 10 µM;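 active = primary inhibition of 50% or more at 10 µM, then 40% or more on retest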; note: some results filed as inactive read as strong as hits
ERa coact inh – ERα–SRC-1 coactivator interaction inhibitors, primary screen, biochemical, TR-FRET, ERα LBD, estradiol-bound. TR-FRET ER-alpha LBD / SRC-1 peptide. inhibition, % at 25.6 µM. 86,000 compounds, 1.7% hits. AID 629, 2007; in the data active = inhibition above about 50%;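 note: 0% = receptor plus peptide control and 100% = peptide only without receptor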
PLAP act – PLAP enzyme activators, biochemical, luminescence, HTS; Alkaline phosphatase, placental type (Homo sapiens), P05187; purified PLAP enzyme, luminescent substrate read-out; stronger effect = higher value; activation fold at 20 µM; 96,000 compounds, 1.2% hits; AID 696, 2007; in the data active = activation fold above about 2
E coli WT exp – growth inhibitors of wild-type E. coli, primary screen, strain BW25113, expanded library, OD600; OD600 absorbance; growth inhibition, % at 100 µM; 98,000 compounds, 0.15% hits;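 active = growth inhibition above about 50% at one test dose, limit read from the data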;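 note: growth measured after 20 h incubation at 37 °C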
FAK inh – FAK kinase inhibitors, primary screen, biochemical; biochemical FAK kinase activity assay; inhibition, %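 (tested at 7 µM)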; 97,000 compounds, 0.84% hits; in the data active = inhibition above about 19%;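 note: 0% = DMSO and 100% = reference compound high control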
MT1-MMP txn act – MT1-MMP promoter reporter activation – cell-based, luciferase luminescence, primary screen | HT1080 MT1-MMP promoter luciferase reporter, overnight; stronger effect = higher value | activation factor at 10 µM | 86,000 compounds, 0.16% hits;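 active = activation factor of at least 2 for MT1-MMP transcription at 10 µM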
ERa SRC1 pot – enhancers of ERα–SRC-1 coactivator binding, primary screen, biochemical, TR-FRET, ERα LBD, low estradiol | 86,000 compounds, 1.3% hits | TR-FRET ERalpha-LBD/SRC-Cy5 coactivator binding, 2 h; 100 = basal binding, no effect | coactivator binding (% of control), % at 25.6 µM; in the data active = activity above about 200%;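 note: binding measured in presence of low estradiol as agonist stimulus; 0% = peptide alone without receptor and 100% = receptor with peptide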
Active calls of the source: *; . = no result given; [ ] = dose if it differs, or a comment.

no.	Compound	ERb coact inh	CD11b adhes enh	Mac1 fbg inh	ERa coact inh	PLAP act	E coli WT exp	FAK inh	MT1-MMP txn act	ERa SRC1 pot
1	Cc1cccc(NC(=O)CC2SC(=NC3CCCCC3)NC2=O)c1 (stereo unspecified)	-1	1	-11	2	0.9	3	.	1	118
2	CCOC(=O)CNc1ccc2c(c1)OCO2	33	3	-8	14	1	5	-2	1.2	95
3	CCc1nc(SCC(=O)Nc2nnc(CC)s2)c2c(C)c(C)sc2n1	.	72	-16	.	1	-8	0	.	.
4	CCN1C(=O)C2C(c3cccc(F)c3)NC(C)(C(=O)OC)C2C1=O (stereo unspecified)	-4	2	-3	-10	1.1	5	-2	1.1	120
5	O=c1c2cc(-c3ccccc3)sc2ncn1/N=C/c1ccco1	23[fluorescence artefact?]	57	4	17	0.9	-3	8	1.4	99[fluorescence artefact?]
6	O=C(CN1C(=O)c2cccc3cccc1c23)Nc1ccc2c(c1)OCO2	36[fluorescence artefact?]	.	.	32	0.9	-2	4	1.1	55[fluorescence artefact?]
7	CC(=O)Nc1ccc(S(=O)(=O)NCCC(=O)OCCN2C(=O)c3ccccc3C2=O)cc1	1	-1	4	1[fluorescence artefact?]	1.1	0	2	1	113
8	CCC(=O)NCCc1cc2ccc(C)cc2[nH]c1=O	-6	-2	24	2	1.3	4	.	1.1	105[fluorescence artefact?]
9	CCOc1cc(C(=S)N2CCC(O)CC2)ccc1OS(=O)(=O)c1ccc(Br)cc1	.	-4	31	.	1.8	-7	-1	.	.
10	O=C(NCCOc1ccccc1)C1CCCN1C(=O)c1cccs1 (stereo unspecified)	0	.	.	-12	.	4	7	1.1	107[fluorescence artefact?]
11	CCOc1ccc(-c2[nH]nc3c2C(c2ccc(O)cc2)C(C#N)=C(N)O3)cc1 (stereo unspecified)	14[fluorescence artefact?]	4	-14	17	1	3	4	1.3	63
12	CCc1nccn1S(=O)(=O)c1cc(C)c(OC)cc1C	5[fluorescence artefact?]	-2	-1	-1	0.9	-6	-1	1.1	105
13	Cc1cc(C(F)(F)F)nc(NCc2cccnc2)n1	-2	.	.	-9	.	-8	-6	1.1	101
14	O=C1CCCN1c1ccc(S(=O)(=O)Nc2ccc3c(c2)OCCO3)cc1	.	-2	1	.	1.1	-2	0	0.8	.
15	COc1ccc(NC(=O)CN2CCC(C)CC2)c([N+](=O)[O-])c1	.	-4	-28	.	1.3	10	-2	.	.
16	CN1CCN(S(=O)C23CC4CC(CC(C4)C2)C3)CC1 (stereo unspecified)	-16[fluorescence artefact?]	.	.	-18	.	-8	0	1.1	100
17	CN(CCO)C1=CC(=O)CC(C)(C)C1	5	.	.	-4	.	.	0	1.2	108[fluorescence artefact?]
18	CC1CCN(C(=O)c2cc3nc(C4CC4)cc(C(F)(F)F)n3n2)CC1	19	.	.	17	.	.	1	1	94
19	Cc1cccc(C)c1OCC(O)CNC(C)(C)C (stereo unspecified)	-13	.	.	7	1	7	7	1	105
20	Fc1ccccc1N1CCN(CC2CC3C=CC2C3)CC1 (stereo unspecified)	-4[fluorescence artefact?]	1	5	6[fluorescence artefact?]	1.1	2	-1	1.2	116
21	CN1CCN(S(=O)(=O)c2ccc(-c3noc(C4CCN(S(C)(=O)=O)CC4)n3)cc2)CC1	-3[fluorescence artefact?]	4	4	0[fluorescence artefact?]	1.5	27	0	1.2	101
22	CC1(C)Cc2c(C#N)c(SCC(=O)c3ccccc3)nc(N3CCOCC3)c2CO1	0	-5	2	7	1.3	-15	4	1	246*[fluorescence artefact?]
23	COCCOC(=O)C1=C(C)NC(=O)NC1c1c(F)cccc1Cl (stereo unspecified)	-4	0	0	-6	0.9	7	8	1.1	135[fluorescence artefact?]
24	Cc1cccc(-n2ncc3c(NCCCn4ccnc4)ncnc32)c1	-7	7	9	-6	1.3	0	0	1.5	129
25	Cc1ccccc1-c1nc(CS(=O)(=O)CC(=O)NCc2ccccc2)c(C)o1	-9	2	0	-3	0.8	-3	-2	1.1	102
26	COc1ccc2cnn(-c3ccccc3)c(=O)c2c1OC	-22	2	-4	-17	0.8	5	-1	0.8	100
27	CCOC(=O)CS(=O)(=O)c1ccc2ccccc2c1	-10[fluorescence artefact?]	4	-15	-13	0.9	11	-1	1	107
28	O=C(c1ccc(CN2CCc3ccccc3C2)cc1)N1CCCCC1	-3	-1	12	-11	1.1	9	.	1.2	120
29	c1cncc(-c2nn3c(-c4ccncc4)nnc3s2)c1	-11	.	.	-6[fluorescence artefact?]	.	.	.	1	95
30	O=C(NC1CCCCC1)c1ccc(S(=O)(=O)NCc2cccnc2)cc1	-5	1	-8	-6	0.9	2	-1	1.1	133
31	COCCNC(=O)CN1CCC(NC(=O)Nc2ccccc2)CC1	-9	2	-8	-5	1	4	-2	1	120
32	CCOc1ccc(C(=O)OCC(=O)Nc2cc(C)on2)cc1OCC	-8	-2	2	-13[fluorescence artefact?]	0.9	-11	2	1.1	112[fluorescence artefact?]
33	CC(C)(C)c1nc2ccccc2[nH]1	.	-1	-37	.	1.1	2	2	.	.
34	COCCSc1nnc(NC(=O)COC)s1	-2	0	-19	-11	0.9	-10	0	1	108
35	CCNS(=O)(=O)c1ccc(NC(=O)c2ccccc2)cc1	-31	-3	5	1	0.8	-1	0	1.1	101
36	C=CCN1C(=O)C2C(C(=O)NC3CCCCC3)C3C=CC2(O3)C1C(=O)NC1CCCC1 (stereo unspecified)	-2	2	-16	-2	1	-6	1	1.2	125
37	Cc1oc(C)c(C(=O)NCCCC(=O)O)c1C(=O)NCCCC(=O)O	-14[fluorescence artefact?]	.	.	3	0.9	-3	-4	1.4	122
38	CCn1c(Cc2ccccc2)nnc1SCC(=O)Nc1nnc(-c2ccccc2)s1	-1[fluorescence artefact?]	-4	-3	-16	1	-17	-1	1.1	148
39	CCCc1cc(=O)[nH]c(SCC(=O)c2cc(C)n(CCC)c2C)n1	3[fluorescence artefact?]	-3	-14	-7	1.2	5	0	1.1	96
40	O=C(CCCCn1c(=O)[nH]c2ccccc2c1=O)N1CCN(c2cccc(C(F)(F)F)c2)CC1	-1[fluorescence artefact?]	0	12	6[fluorescence artefact?]	1	4	7	1.1	106

Complete entries, looked up by structure. Values in the order: ERb coact inh | CD11b adhes enh | Mac1 fbg inh | ERa coact inh | PLAP act | E coli WT exp | FAK inh | MT1-MMP txn act | ERa SRC1 pot
CCn1c(Cc2ccccc2)nnc1SCC(=O)Nc1nnc(-c2ccccc2)s1 as listed: -1[fluorescence artefact?] | -4 | -3 | -16 | 1 | -17 | -1 | 1.1 | 148
CCCc1cc(=O)[nH]c(SCC(=O)c2cc(C)n(CCC)c2C)n1 as listed: 3[fluorescence artefact?] | -3 | -14 | -7 | 1.2 | 5 | 0 | 1.1 | 96

(cont.)
no.	Compound	ERb coact inh	CD11b adhes enh	Mac1 fbg inh	ERa coact inh	PLAP act	E coli WT exp	FAK inh	MT1-MMP txn act	ERa SRC1 pot
41	O=C(COC(=O)C(O)c1ccccc1)c1ccc2c(c1)OCCO2 (stereo unspecified)	4	.	.	-18	.	.	2	1.4	421*
42	CC1(C)Cc2c(sc(NC(=O)c3ccc(Br)o3)c2C#N)CO1	-7	-2	-1	-4	1.4	0	2	2.3*	112
43	CCc1ccc(NC(=O)c2cnn3ccccc23)cc1	-3[fluorescence artefact?]	-4	16	-1[fluorescence artefact?]	0.8	1	2	.	98
44	CCC(C)N1C(=O)CCC1C(=O)O (stereo unspecified)	-5	-3	6	-16	1	4	-1	1	97
45	COC(=O)C1CCN(c2nc3ccccc3nc2C(C#N)C(=O)OCC(C)C)CC1 (stereo unspecified)	-6	0	10	-2	1.1	5	1	1.1	128
46	CN1CCN(C(=O)c2ccc(COc3ccc(Cl)cc3Cl)cc2)CC1	-4	0	51	1	1.6	6	1	1.2	96
47	COC(=O)c1ccccc1S(=O)(=O)Nc1ccc2cn[nH]c2c1	4	1	-17	-4[fluorescence artefact?]	1.2	0	20*	1.3	102
48	O=c1[nH]c(C(F)(F)F)nc2ccccc12	-6	-1	-3	-12	0.8	-16	-2	1.1	121
49	O=c1c2ccccc2c(/C=N/n2cnnc2)c(O)n1-c1ccccc1	10[fluorescence artefact?]	.	.	1[fluorescence artefact?]	1	0	-6	1.1	106
50	O=C(NCc1ccco1)c1cc2c(s1)CSC2	65*	2	-10	71*	1.3	15	11	1.1	77[fluorescence artefact?]
51	Clc1ccc(-c2ccnc(Oc3ccc4ccccc4c3)n2)cc1	.	-5	3	.	0.8	-19	0	.	.
52	CCOC(=O)C1CCN(S(=O)(=O)c2ccc(OCC(=O)OC)cc2)CC1	-3	-2	-10	-7	0.8	-8	-3	1.2	115
53	CCOc1ccc(NC(=O)N(CCC(C)C)C2CCN(C(C)=O)CC2)cc1	3	-4	13	-2	2*	0	4	1	119
54	COc1ccc(OC)c(N(CC(=O)NCc2ccncc2)S(C)(=O)=O)c1	-5	1	-8	17	1.1	0	-1	1.1	101[fluorescence artefact?]
55	Cc1ccc(OCC(=O)N2CCN(C(=O)CCC3CCCC3)CC2)cc1	9	1	-12	-5	1.2	10	-2	1.1	114
56	CCc1sc(N(C(=O)Cc2ccccc2)c2ccccc2)nc1-c1ccccc1	.	0	1	.	0.9	-15	1	.	.
57	Cc1nc(CS(=O)c2ccccc2)cc(N2CCOCC2)n1 (stereo unspecified)	.	-1	-24	.	1	6	-2	.	.
58	Cn1cnnc1SCC(=O)Nc1sc2c(c1C#N)CCCCC2	25	.	.	2	.	12	5	1.3	106[fluorescence artefact?]
59	Cc1ccc(CSCC(Nc2ccc(C(=O)O)cc2[N+](=O)[O-])C(=O)O)cc1 (stereo unspecified)	-3	-3	-1	-1	0.8	0	-4	1.2	100
60	Cc1ccc(CCNC(=O)CS(=O)Cc2nc(-c3cccc(C)c3)oc2C)cc1 (stereo unspecified)	0	8	2	-21	1.6	-7	3	1.2	108
61	Cc1ccc(N/C=C(/C#N)c2ccsc2)cc1	-7	-3	-15	-15	0.9	4	0	.	108
62	Cn1c(C(=O)N2CCC(C(N)=O)CC2)cc2c(=O)n(C)c3ccccc3c21	-11	-4	-7	-4	0.8	-1	7	1	116

Random draw from the library; about 5.1% have a hit in one of these screens.
